# hIAP act – human IAP activators, primary screen, biochemical, luminescence, uHTS. Intestinal-type alkaline phosphatase (Homo sapiens), P09923. purified human IAP, CDP-Star luminescence, 30 min; active compounds read high; 1 = vehicle-only enzyme, 0 = enzyme-free background. activation factor at 10 µM. 330,000 compounds, 0.16% hits;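 active means activation factor of the enzyme at least 2-fold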; further: the source names both 10 and 20 µM as test concentration; values of inactives mirror those of a sister screen read the other way
# TIM10 inh – growth inhibitors of isogenic TIM10 control yeast, primary screen, counter-screen for tim10-1 yeast inhibitor project, luminescence, uHTS; S. cerevisiae TIM10 strain growth, BacTiter-Glo luminescence, 24 h; 330,000 compounds, 1.4% hits; inhibition, % at 10 µM; AID 463195, 2010;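 active means inhibition of 40% or more at the single tested concentration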;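 further: wild-type TIM10 isogenic control strain grown at permissive 25 °C; 0% = DMSO yeast wells and 100% = minimal medium wells without yeast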
# hIAP block – human IAP inhibitors, primary screen, biochemical, luminescence, uHTS; purified IAP, CDP-Star luminescence, 30 min; inhibition, % at 10 µM; 330,000 compounds, 0.12% hits; AID 2544, 2010;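 active means inhibition reaching a set limit with compound at 10 µM in the primary screen, cut at about 35% in these data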;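 further: plate controls were DMSO wells with enzyme for no effect and no-enzyme buffer wells for full effect; values of inactives mirror those of a sister screen read the other way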
# mIAP act – activators of mouse IAP, primary screen, biochemical, luminescence, uHTS; muIAP, CDP-Star luminescence, 30 min; active compounds read high; 1 = vehicle-only enzyme signal, 0 = enzyme-free wells; intestinal alkaline phosphatase [Mus musculus]; AID 2805, 2010; activation factor at 10 µM; 330,000 compounds, 0.24% hits;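 active means activation factor of at least 2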; further: the source names both 10 and 20 µM as test concentration; values of inactives mirror those of a sister screen read the other way
#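 also added = chemiluminescent substrate CDP-Star | test system = mouse IAP enzyme | signal = chemiluminescence readout | compound = DMSO-dissolved test compounds | incubation = 30 min at room temperature | benchmarks = DMSO wells, no-enzyme wells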
# Apaf1 inhib – inhibitors of human Apaf-1 apoptosome, primary screen, biochemical, DEVD-Rh110 fluorescence, uHTS. Apoptotic protease-activating factor 1 (Homo sapiens), O14727. reconstituted apoptosome caspase-3 activity. inhibition, % at 20 µM. 330,000 compounds, 0.71% hits. AID 489030, 2010; active means inhibition of at least 40% at 20 µM;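 further: plate controls were DMSO wells for no effect and DEVD-CHO caspase inhibitor wells for full effect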
# Target sequence (O14727 whole entry, looked up): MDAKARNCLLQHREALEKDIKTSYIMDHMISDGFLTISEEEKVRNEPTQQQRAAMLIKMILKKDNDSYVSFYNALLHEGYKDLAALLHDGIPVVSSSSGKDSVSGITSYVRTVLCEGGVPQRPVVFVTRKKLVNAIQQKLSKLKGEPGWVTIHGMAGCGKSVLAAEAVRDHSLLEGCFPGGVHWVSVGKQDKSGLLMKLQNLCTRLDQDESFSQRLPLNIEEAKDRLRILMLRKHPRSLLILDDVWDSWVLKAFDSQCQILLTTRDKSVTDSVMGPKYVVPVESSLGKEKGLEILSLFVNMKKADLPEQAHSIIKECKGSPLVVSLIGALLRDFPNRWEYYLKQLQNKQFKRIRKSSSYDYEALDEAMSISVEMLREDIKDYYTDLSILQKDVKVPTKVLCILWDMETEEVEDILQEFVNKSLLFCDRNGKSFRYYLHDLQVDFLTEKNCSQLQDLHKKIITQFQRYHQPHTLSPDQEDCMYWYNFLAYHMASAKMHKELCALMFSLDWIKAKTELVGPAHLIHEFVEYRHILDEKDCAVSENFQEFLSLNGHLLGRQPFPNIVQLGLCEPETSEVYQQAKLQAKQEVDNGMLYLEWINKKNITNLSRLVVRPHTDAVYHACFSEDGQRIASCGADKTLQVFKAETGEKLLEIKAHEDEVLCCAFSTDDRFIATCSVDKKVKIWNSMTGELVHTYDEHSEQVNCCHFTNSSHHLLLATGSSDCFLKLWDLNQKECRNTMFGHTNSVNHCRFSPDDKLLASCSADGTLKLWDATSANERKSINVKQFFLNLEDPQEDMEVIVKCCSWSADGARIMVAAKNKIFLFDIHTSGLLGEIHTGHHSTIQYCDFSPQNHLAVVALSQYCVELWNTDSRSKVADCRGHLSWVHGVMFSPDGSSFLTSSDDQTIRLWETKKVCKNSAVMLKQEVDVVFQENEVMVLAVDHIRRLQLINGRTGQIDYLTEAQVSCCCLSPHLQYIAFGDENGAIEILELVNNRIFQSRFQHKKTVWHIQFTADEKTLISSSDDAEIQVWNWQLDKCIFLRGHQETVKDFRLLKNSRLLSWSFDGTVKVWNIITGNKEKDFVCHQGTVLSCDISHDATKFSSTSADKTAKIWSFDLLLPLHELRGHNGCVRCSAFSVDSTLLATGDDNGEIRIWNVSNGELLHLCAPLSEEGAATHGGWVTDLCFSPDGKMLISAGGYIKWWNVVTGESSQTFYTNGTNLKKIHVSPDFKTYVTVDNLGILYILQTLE
#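 Material: biochemical Apaf-1 apoptosome reconstitution. Medium: Hepes buffer, pH 7.5. Also added: cytochrome c activation, bis-DEVD rhodamine 110 substrate. Timing: 30 min compound preincubation, 50 min activation, room temperature. Measured by: rhodamine 110 fluorescence at Ex 480/Em 540 nm.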
# ATG4B inh – ATG4B protease inhibitors, primary screen, biochemical, fluorescence, uHTS; AID 504462, 2011; inhibition, % at 8.33 µM; ATG4B cleavage of LC3-PLA2, NBD-HPC fluorescence, 1 h; 340,000 compounds, 0.51% hits; in the data active means inhibition above about 40%
# mIAP inh – inhibitors of mouse IAP, primary screen, biochemical, luminescence, uHTS; 330,000 compounds, 0.2% hits; purified mouse IAP, CDP-Star luminescence, 30 min; AID 2806, 2010; inhibition, % at 10 µM;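 active means inhibition of at least 40% at 10 µM in the primary screen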;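 further: plate controls were DMSO with enzyme for no effect and no enzyme wells for full effect; values of inactives mirror those of a sister screen read the other way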
# tim10-1 inh – growth inhibitors of tim10-1 mutant yeast, primary screen, luminescence, uHTS | S. cerevisiae tim10-1 ts strain growth, BacTiter-Glo, 24 h | inhibition, % at 20 µM | 330,000 compounds, 2.2% hits;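 active means inhibition of at least 40%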;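 further: mutant grown at 25 °C; 0% = DMSO wells with yeast and 100% = wells holding no yeast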
# NLRP3 yeast inh – NALP3 inflammasome inhibitors in reconstituted yeast, primary screen, luminescence, uHTS; Yeast reconstituted NLRP3/ASC/caspase-1, beta-gal luminescence, 24 h; inhibition, % at 10 µM; 330,000 compounds, 0.39% hits; AID 2825, 2010;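 active means inhibition of 50% or more; inactive means inhibition below 50%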;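 further: plate controls were induced DMSO wells for no effect and uninduced yeast grown without galactose for full effect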
# An asterisk follows results filed as active; x = no result given.
# Screens in order: hIAP act	TIM10 inh	hIAP block	mIAP act	Apaf1 inhib	ATG4B inh	mIAP inh	tim10-1 inh	NLRP3 yeast inh
> COc1cc(CN2CCCN(C)CC2)c([N+](=O)[O-])cc1OC
  1.03	8.8	-3.5	1.06	-4.9	-0.2	-6.0	-11.1	17.2
> Cc1ccc(C(=O)CC2(O)C(=O)N(C)c3ccccc32)s1 (centres undefined)
  1.08	21.2	-7.8	0.978	-1.2	-2.2	2.2	22.6	25.8
> C[C@H]1CCC(=O)N([C@H](CSc2ccccc2)Cc2ccccc2)CC1
  0.947	5.0	5.3	0.942	14.2	4.8	5.8	18.0	22.9
> COc1ccc(N2CCN(C3=CC(=O)N(c4cccc(Cl)c4)C3=O)CC2)cc1
  1.04	-37.6	-3.7	1	18.0	0.7	-0.3	17.9	20.0
> Cc1onc(-c2ccccc2)c1C(=O)N1CCN(c2ccccc2)CC1
  0.871	-9.9	12.9	1.03	-5.9	3.5	-3.4	-2.1	6.9
> O=S(=O)(NCCc1ccccc1)c1ccc(Br)s1
  1.12	2.1	-11.9	0.982	9.1	7.0	1.8	29.4	15.0
> COc1ccc(-n2nnc3c(SCC(=O)Nc4ccccc4F)ncnc32)cc1
  1.17	-42.1	-17.4	1.11	8.0	-7.8	-10.9	6.1	3.0
> Cc1sc(NC(=O)C2=COCCO2)nc1-c1ccc(F)cc1
  1.04	5.9	-4.1	0.99	6.1	-0.7	1.0	31.3	43.3
> CCCCC(=O)NNC(=O)c1c(O)c2ccccc2[nH]c1=O
  1.41	30.1	-40.6	0.753	-8.1	-2.9	24.7	-22.9	30.4
> CC(=O)Nc1ccc(/C=N/N2C(=O)NC(C)(c3ccc(OC(F)F)cc3)C2=O)cc1 (centres undefined)
  0.826	15.4	17.4	0.979	-14.6	5.3	2.1	-10.8	-3.8
> COc1ccc(CN2CCOCCOCCOCC2)cc1
  1.27	-17.5	-27.3	1.09	2.0	-1.4	-9.4	-12.8	-4.4
> Cc1cc(OC(C)C(=O)N2CCN(c3ccccc3)CC2)c2c(C)c(C)c(=O)oc2c1 (centres undefined)
  0.88	-1.2	12.0	0.982	12.0	5.5	1.8	10.4	4.6
> CC(C)C(NC(=O)OC(C)(C)C)C(=O)N1CCCC1C(=O)NC(Cc1ccccc1)C(N)=O (centres undefined)
  0.867	-4.9	13.3	1.01	-15.3	2.5	-1.5	8.3	-6.2
> COc1ccc(OC)c(/C=N/NC(=O)c2cc3c(OC)cc(OC)cc3[nH]2)c1
  1.14	13.5	-13.6	0.925	-7.2	3.8	7.5	-3.6	17.9
> c1ccc(-c2cc(-c3nc(-c4ccccn4)no3)c3ccccc3n2)cc1
  0.915	14.9	8.5	0.856	16.9	14.4	14.4	16.6	15.4
> COc1ccc(-c2cc(=O)oc3cc(OC(=O)C4CCCCC4)ccc23)cc1
  1.02	18.0	-1.7	0.914	9.2	5.0	8.6	21.8	1.8
> COc1cc(CCC(=O)OCC(=O)Nc2ccc(C(N)=O)cc2)cc(OC)c1OC
  1.07	18.4	-6.8	1.02	-3.2	-8.7	-2.4	3.1	-5.6
> CN(C)S(=O)(=O)c1ccc(S(=O)(=O)N2CCN(CCC#N)CC2)cc1
  0.868	-5.3	13.2	0.913	-1.9	-0.9	8.7	7.2	-1.1
> O=C(NCCCN1CCOCC1)C1Cc2c(ccc3ccccc23)O1 (centres undefined)
  1.12	4.5	-11.9	0.932	-18.0	1.4	6.8	2.2	-8.7
> CN(C)c1ccnc(Nc2ccccc2)c1C#N
  1	-0.5	0.0	1.01	-1.0	6.3	-1.2	-0.4	13.0

# Three entries drawn at random from the list so far, as already listed:
# Screens in order: hIAP act	TIM10 inh	hIAP block	mIAP act	Apaf1 inhib	ATG4B inh	mIAP inh	tim10-1 inh	NLRP3 yeast inh
> COc1ccc(N2CCN(C3=CC(=O)N(c4cccc(Cl)c4)C3=O)CC2)cc1
  1.04	-37.6	-3.7	1	18.0	0.7	-0.3	17.9	20.0
> COc1ccc(-c2cc(=O)oc3cc(OC(=O)C4CCCCC4)ccc23)cc1
  1.02	18.0	-1.7	0.914	9.2	5.0	8.6	21.8	1.8
> O=S(=O)(NCCc1ccccc1)c1ccc(Br)s1
  1.12	2.1	-11.9	0.982	9.1	7.0	1.8	29.4	15.0

# The list goes on.
# Screens in order: hIAP act	TIM10 inh	hIAP block	mIAP act	Apaf1 inhib	ATG4B inh	mIAP inh	tim10-1 inh	NLRP3 yeast inh
> Cc1onc(-c2ccccc2)c1C(=O)N1CCN(S(=O)(=O)c2ccc(Cl)cc2)CC1
  1.06	17.0	-5.6	1	9.3	-12.2	-0.2	15.8	22.4
> CC1(C)CC(=O)c2cnc(NC(=O)C3CCCC3)nc2C1
  1.06	-4.3	-6.3	0.991	2.5	5.1	0.9	30.7	4.6
> O=C(NCC1CCCO1)/C(=C\c1ccco1)NC(=O)c1ccccc1 (centres undefined)
  1.11	13.4	-11.0	0.944	1.6	-0.8	5.6	5.8	-0.9
> Cc1cccc(NC(=O)CSc2ccc(-c3cccnc3)nn2)c1
  0.799	17.5	20.1	1	-0.6	-4.5	0.0	19.3	20.5
> COc1ccc(C(=O)/C=C/c2ccsc2)cc1CSCC(=O)O
  0.989	13.2	1.1	0.886	-13.0	6.2	11.4	-0.4	20.6
> CCOc1ccc(NC(=O)c2cc3cc4ccc(C)cc4nc3o2)cc1
  0.899	-0.8	10.1	0.974	-5.8	x	2.6	9.3	3.1
> C[C@H](CO)N1C[C@H](C)[C@@H](CN(C)C(=O)Nc2ccc(C(F)(F)F)cc2)Oc2ccc(NC(=O)Cc3ccccc3)cc2C1=O
  1.04	-4.0	-4.1	1.26	20.0	-7.7	-25.6	-4.4	17.9
> Cc1cccc(OCC(=O)OCC(=O)N(CC(C)C)c2c(N)n(Cc3ccccc3)c(=O)[nH]c2=O)c1C
  1.08	12.6	-7.8	1.15	9.8	-3.0	-15.3	18.6	22.1
> C=CC[C@H](CC(=O)N(CCO)Cc1ccccc1)C(=O)N[C@H](COC(=O)[C@@H](CC=C)CC(=O)OC(C)(C)C)c1ccccc1
  1.18	3.6	-17.5	0.936	20.9	33.5	6.4	13.1	8.4
> CCCCN(C(=O)c1ccc(S(=O)(=O)N2CCCCC2)cc1)C1CCS(=O)(=O)C1 (centres undefined)
  1.04	2.3	-4.3	0.984	4.4	-6.5	1.6	0.1	2.4
> COc1cccc(C(=O)CN(C(=O)c2ccc(Cl)cc2Cl)N2C(=O)c3ccccc3C2=O)c1
  0.88	15.9	12.0	1.14	14.2	-9.1	-14.0	7.3	21.4
> N#Cc1ccccc1OCC(=O)OCC(=O)Nc1ccc2c(c1)OCO2
  1.14	0.0	-14.3	0.915	-6.4	-2.9	8.5	14.4	-4.5
> CCOC(=O)c1ccccc1NC(=O)CSc1nccn1C
  1.09	9.5	-9.2	0.962	1.1	-3.9	3.8	6.8	-4.2
> O=C(CN(c1ccc(Cl)c(Cl)c1)S(=O)(=O)c1ccccc1)N1CCc2ccccc2C1
  1.12	4.6	-12.0	1.05	10.4	4.8	-5.4	11.8	-3.9
> C(=N\Nc1nc2ccccc2[nH]1)/c1cccc2nccnc12
  1.06	32.5	-5.7	0.925	10.9	1.0	7.5	14.0	2.9
> COc1ccc(/C=C/C(=O)c2c(O)cc(C)oc2=O)c(OC)c1
  0.932	27.6	6.8	1.03	18.7	-0.5	-3.0	36.8	15.9
> O=C(NCCCn1ccnc1)C(=O)NCC1OCCN1S(=O)(=O)c1cc(F)ccc1F (centres undefined)
  0.983	18.5	1.7	1.03	12.8	-2.6	-3.5	0.5	-13.9
> O=C(Nc1ccc(NC(=O)C2CCCCC2)nc1)c1cccc(F)c1
  1.04	-16.1	-3.8	1.05	4.8	-7.0	-4.8	-48.0	20.8
> Cc1cc(C)n2cc(COc3ccc4ccccc4c3)nc2n1
  1.01	27.4	-1.1	0.999	0.0	-12.0	0.1	29.8	20.6
> COc1ccc(/C=C/C(=O)OC(C)C(=O)c2ccccc2)cc1OC (centres undefined)
  1.13	-25.4	-13.1	0.925	17.1	-2.2	7.5	-28.1	19.0

# Later entries
# Screens in order: hIAP act	TIM10 inh	hIAP block	mIAP act	Apaf1 inhib	ATG4B inh	mIAP inh	tim10-1 inh	NLRP3 yeast inh
> CC1(C)Cc2c(sc3nc(-c4cc5ccccc5o4)n(N)c(=O)c23)CO1
  0.908	26.5	9.2	0.989	9.2	-12.4	1.1	28.2	1.4
> COc1ccc(CCNC(=O)C(=O)NCC2OCCN2S(=O)(=O)c2ccc3c(c2)OCCO3)cc1OC (centres undefined)
  0.95	-5.1	5.0	1.03	3.2	-3.7	-2.8	-12.4	-3.5
> COc1ccc2oc(C)c(C(=O)NN)c2c1
  0.895	0.5	10.5	0.903	-29.3	-12.4	9.7	-8.2	9.3
> Cc1cc(C(=O)Nc2cc(C(C)(C)C)on2)c(C)o1
  0.916	16.0	8.4	1.01	-3.9	7.2	-1.2	-2.5	3.0
> C=CCC(Nc1ccccc1)C12C=CC(O1)C(C(=O)OC)=C2C(=O)OC (centres undefined)
  0.944	21.5	5.6	0.975	-4.2	-8.6	2.5	36.8	8.9
> COc1ccc(-c2nc3ncccc3o2)cc1NC(=O)c1ccco1
  0.938	-17.4	6.2	0.918	0.9	-12.1	8.2	-20.0	25.1
> COc1ccccc1-n1cccc1C=O
  0.89	6.0	11.0	1	-12.1	-6.0	0.0	3.1	20.8
> CC(C)CCNC1=CC(=O)CC(c2ccccc2)C1 (centres undefined)
  1.2	-8.7	-20.0	0.978	4.9	-4.4	2.2	16.6	-6.3
> CN(C)CCNC(=O)c1ccccc1
  1.09	-3.6	-9.3	1.08	5.3	5.2	-8.4	2.1	9.5
> CC(C)c1nnc(NC(=O)C2CCCN2C(=O)Nc2ccccc2)s1 (centres undefined)
  1.09	-10.9	-9.0	1.05	4.0	1.1	-5.1	5.6	3.4
> O=C(Cc1ccc(-n2cccc2)cc1)NC1CCCCC1
  1.16	3.8	-15.5	1.17	5.6	-3.3	-16.7	21.8	1.4
> CCCN(C(=O)CCOc1ccc(C(C)(C)C)cc1)c1c(N)n(Cc2ccccc2)c(=O)[nH]c1=O
  1.13	-4.2	-13.3	1.09	7.2	6.4	-8.8	-0.3	8.3
> CCc1cccc(CC)c1NC(=S)NCc1nc2ccccc2[nH]1
  1.13	1.4	-12.8	1.03	2.7	8.9	-3.3	9.4	7.9
> CC1=CC(C)(C)N2C(=O)C3(SCC(=O)N3c3ccc(F)cc3)c3cc(C)cc1c32 (centres undefined)
  0.961	41.2*	3.9	1.01	26.7	1.8	-0.9	46.3*	2.9
> COCc1[nH]c(=S)c(C#N)cc1C(=O)OC
  1.08	-12.3	-8.3	0.867	-11.1	-5.6	13.3	-17.2	6.2
> COc1ccc(NC(=O)CN(C)C(=O)CCCc2nc3ccccc3c(=O)[nH]2)cc1
  0.968	1.9	3.2	1.07	-5.4	0.4	-7.0	-2.4	8.4

# Screens (PubChem BioAssay)
